USP2a block – qHTS Assay for Inhibitors of Ubiquitin-specific Protease USP2a Using CHOP2 as the Reporter | Potency, µM (series often up to 38.3 µM), without a hit: at the highest dose activity change, negative = inhibition, usual class: inhibitors | USP2 core, Ub-CHOP2 coupled fluorogenic reporter, 485/531 | Ubiquitin carboxyl-terminal hydrolase 2 (Homo sapiens), O75604 | hit rate 0.01% among 330,000 | AID 463254, 2010;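 further: potency means the concentration at half of the fitted maximal effect; plate controls were DMSO wells for no effect and full inhibition by NEM control for full effect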
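USP2 core (10nM final) preincubated 30min RT with compound in 20mM Tris-HCl pH 8.0, 2mM CaCl2, 2mM beta-mercaptoethanol, 0.05% CHAPS; 25nM Ub-CHOP2 plus 25nM reporter substrate added, fluorescence (Ex485/Em531) read after 60min.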
TSHR antag – Antagonists of the Thyroid Stimulating Hormone Receptor: HTS campaign; Thyrotropin receptor (Homo sapiens), P16473; hit rate 0.2% among 330,000; activity change, negative = inhibition, % at 11.5 µM; TSHR-expressing cells, TSH-stimulated cAMP HTRF, 2 h; stronger effect = lower value;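 active means activity change below a set negative limit, meaning inhibition stronger than a set level, cut at about -70% in these data; inconclusive means activity change between two set negative limits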; further: on the % scale 0 is the no-effect control and ±100 the full control effect
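Inhibition of cAMP made by TSHR-expressing cells under TSH stimulation (4nM final, EC80; 2 h, 37 deg C) is quantified with a one-step lysis HTRF kit, anti-cAMP cryptate versus cAMP-d2.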
Mito fusion act – qHTS Assay for Small Molecule Inhibitors of Mitochondrial Division or Activators of Mitochondrial Fusion. S. cerevisiae fusion-defective mutant growth rescue, CellTiterGlo 48 h. Potency, µM (series often up to 46.1 µM), for the others: at the top dose growth rescue (activation), most hits filed as activators. hit rate 0.23% among 320,000. AID 485298, 2010;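 further: potency means the concentration at half of the fitted maximal effect; % of control where 0% means no effect; nearly all actives have a fitted effect of over 45% in size; temperature-sensitive fusion mutants such as fzo1-1 at 37 °C on non-fermentable ethanol glycerol medium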
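Growth-rescue viability read-out: after 48 h at the non-permissive 37C in glycerol/ethanol YPEG, yeast mitochondrial fusion mutants are measured by CellTiterGlo luminescence; compounds (23 nl pinned per well) restoring growth score as division inhibitors or fusion activators.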
BCR signal inh – qHTS Assay to Find Inhibitors of Chronic Active B-Cell Receptor Signaling; ABC-DLBCL IkBa-CBG/CBR reporter, luminescence ratio, 4 h; Potency, µM (highest dose often 46.1 µM), for the others: top-dose ratio change, negative = lower green/red ratio, hits mostly inhibitors; hit rate 0.05% among 340,000; AID 493014, 2011; active means well fitted inhibition curve with a large enough effect in the signal ratio, with a control signal flat, not every such curve was filed as active; inconclusive means small, poorly fitted or top-dose-only effect, or effect the other way, or a change in a side signal; the % refers to the signal ratio;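 further: potency means the concentration at half of the fitted maximal effect; plate controls were basal doxycycline-induced cells for no effect and cells given 10 µM MG132 for full effect; MG132 reads +100%, hits lower the ratio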
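Concentration-response series (up to 46 uM) were applied to TMD8 dual-reporter cells for 4 h at 37C with doxycycline. Green/red ratio, after filter-overlap correction, defined %Activity; red signal alone was normalised to basal cells and zero luminescence.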
S-ASM inh – Inhibitors of Secretory Acid Sphingomyelinase (S-ASM): qHTS; AID 504937, 2011; placental ASM, HMU-PC fluorogenic substrate, 60 min; hit rate 0.006% among 340,000; Sphingomyelin phosphodiesterase (Homo sapiens), P17405; Potency, µM (top dose mostly 57.5 µM), for inactives: at the highest dose activity change, negative = inhibition, most hits filed as inhibitors; further: potency means the concentration at half of the fitted maximal effect
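Fluorogenic HMU-PC substrate (9 uM final) is turned over by placental ASM in 60 min at 37 C after a 10 min compound preincubation. Reaction ended by alkaline stop (pH 10), with fluorescence read at 386/447 nm.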
PKM2 act – qHTS Assay for Activators of Human Muscle isoform 2 Pyruvate Kinase; Pyruvate kinase PKM (Homo sapiens), P14618; purified PKM2, Kinase-Glo ATP luminescence, activation; response scale: 0% is enzyme alone, no compound; Potency, µM (series often up to 57.5 µM), without a hit: at the highest dose activation, actives largely listed as activators; hit rate 0.34% among 260,000; AID 1631, 2009; further: potency means the concentration at half of the fitted maximal effect; on the % scale 0 is the no-effect control and ±100 the full control effect; nearly all actives have a fitted effect of over 55% in size
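Purified hPK-M2 (>95% pure) converted ADP (0.1 mM final) to ATP with 0.5 mM PEP in 50 mM imidazole pH7.2, KCl, MgCl2, Tween 20, BSA; 1 h at room temperature. ATP detected by Kinase-Glo luminescence.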
Eya2 inh – qHTS Assay for Inhibitors of the Phosphatase Activity of Eya2; Protein phosphatase EYA2 (Homo sapiens), O00167; recombinant Eya2, OMFP fluorescence dephosphorylation (OMFP is methylfluorescein phosphate); Potency, µM (highest dose often 76.9 µM), for the others: at the top dose activity, negative = inhibition, actives largely listed as inhibitors; hit rate 0.006% among 330,000; AID 488837, 2010; further: potency means the concentration at half of the fitted maximal effect; on the % scale 0 is the no-effect control and ±100 the full control effect
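Eya2 (0.2 uM) preincubated 10 min at ambient with compound, then OMFP substrate added at 50 uM; 10 min reaction in 50 mM HEPES pH 7.5, 50 mM NaCl, 5 uM MgCl2, 0.05% BSA, 1 mM DTT. Fluorescence read at Ex 485/Em 525 nm.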
Menin-MLL TR inh – qHTS Assay for Inhibitors Targeting the Menin-MLL Interaction in MLL Related Leukemias: Competition With Texas Red Labeled MLL-derived Mutant Peptide | O00255 | Menin + Texas Red MLL mutant peptide, fluorescence polarization | Potency, µM (doses to about 61.6 µM), inactives show top-dose FP activity change, negative = inhibition, most hits filed as inhibitors | hit rate 0.23% among 270,000 | AID 1768, 2009; active means well fitted inhibition curve with a large enough effect in the polarisation, with a control signal flat, not every such curve was filed as active; inconclusive means small, poorly fitted or top-dose-only effect, or effect the other way, or a change in a side signal; inactive means no such curve, though single readings can be large or run the other way; the % refers to the polarisation; further: potency means the concentration at half of the fitted maximal effect; % of control where 0% means no effect; many of its hits are not listed in these tables
Target sequence (O00255 whole entry, looked up): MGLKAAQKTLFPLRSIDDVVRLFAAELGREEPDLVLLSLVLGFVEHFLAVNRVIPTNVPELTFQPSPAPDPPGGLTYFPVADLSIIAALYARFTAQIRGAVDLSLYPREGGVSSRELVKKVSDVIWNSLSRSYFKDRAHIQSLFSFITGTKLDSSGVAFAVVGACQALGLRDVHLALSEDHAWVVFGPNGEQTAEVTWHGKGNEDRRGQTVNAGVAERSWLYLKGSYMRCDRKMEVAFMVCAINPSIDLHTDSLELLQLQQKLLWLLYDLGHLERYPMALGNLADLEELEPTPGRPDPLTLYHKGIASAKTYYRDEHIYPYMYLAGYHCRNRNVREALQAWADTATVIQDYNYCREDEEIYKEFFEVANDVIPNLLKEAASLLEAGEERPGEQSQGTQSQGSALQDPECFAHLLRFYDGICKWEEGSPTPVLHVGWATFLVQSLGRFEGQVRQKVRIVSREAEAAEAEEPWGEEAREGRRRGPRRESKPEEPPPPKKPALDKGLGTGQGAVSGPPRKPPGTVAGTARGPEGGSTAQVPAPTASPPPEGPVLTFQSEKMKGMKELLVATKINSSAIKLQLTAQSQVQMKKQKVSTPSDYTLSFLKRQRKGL
hERG WT inh – qHTS for Inhibitors of KCHN2 3.1: Wildtype qHTS | U2OS, BacMam KCNH2, thallium flux FluxOr; stronger effect = lower value | activity change, % at 1.84 µM | hit rate 0.37% among 340,000 | AID 720551, 2013;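 active means maximum activity change below -70%; inconclusive means maximum activity change between -70% and -50%; inactive means maximum activity change above -50%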; further: on the % scale 0 is the no-effect control and ±100 the full control effect
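U2OS cells transduced with wild-type KCNH2 virus are loaded with FluxOr dye for 45 min, and thallium flux is measured in kinetic reads before and after stimulation buffer. Rate constants are normalized to DMSO controls.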
MBNL1-CUG inh – qHTS Assay for Inhibitors of MBNL1-poly(CUG) RNA binding. TR-FRET MBNL1-His/biotin-(CUG)12 binding, 665/545 ratio. Potency, µM (doses to about 57.5 µM), for inactives: top-dose activity change, negative = inhibition, hits mostly inhibitors. hit rate 0.036% among 280,000. AID 2675, 2010; active means well fitted inhibition curve with a large enough effect in the signal ratio, with a control signal flat, not every such curve was filed as active; inconclusive means small, poorly fitted or top-dose-only effect, or effect the other way, or a change in a side signal; inactive means no such curve, though single readings can be large or run the other way; the % refers to the signal ratio; further: potency means the concentration at half of the fitted maximal effect; on the % scale 0 is the no-effect control and ±100 the full control effect
Target sequence (Q9NR56 whole entry, looked up): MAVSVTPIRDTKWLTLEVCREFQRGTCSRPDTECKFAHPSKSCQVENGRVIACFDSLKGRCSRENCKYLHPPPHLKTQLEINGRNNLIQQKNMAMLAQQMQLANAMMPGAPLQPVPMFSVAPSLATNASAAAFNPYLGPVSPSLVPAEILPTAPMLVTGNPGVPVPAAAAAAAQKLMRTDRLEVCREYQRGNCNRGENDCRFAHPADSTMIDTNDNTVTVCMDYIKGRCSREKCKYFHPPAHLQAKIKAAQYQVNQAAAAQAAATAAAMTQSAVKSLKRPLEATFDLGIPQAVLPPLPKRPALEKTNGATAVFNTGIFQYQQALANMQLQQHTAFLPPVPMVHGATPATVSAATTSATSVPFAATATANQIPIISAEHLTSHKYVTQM
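TR-FRET readout: Ex 340 nm, 665/545 nm emission ratio, normalized to buffer-only (basal) and MBNL1-(CUG)12 controls. Complex of MBNL1-His with Biotin-(CUG)12, compounds 92 nM–58 uM, incubated 60 min at room temperature.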
GALK inhibitor – qHTS Assay for Inhibitors of Human Galactokinase (GALK); hit rate 0.007% among 270,000; P51570; AID 1868, 2009; Potency, µM (highest dose often 57.5 µM), without a hit: at the top dose activity change, negative = inhibition, hits mostly inhibitors; Purified GALK, Kinase-Glo residual ATP luminescence; further: potency means the concentration at half of the fitted maximal effect; on the % scale 0 is the no-effect control and ±100 the full control effect
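Human GALK (5 nM) with 35 uM ATP and 100 uM galactose in 20 mM HEPES pH 8.0, 5 mM MgCl2, 60 mM NaCl, 1 mM DTT, 0.01% BSA. After 1 h at room temperature, leftover ATP was read by Kinase-Glo Plus luminescence.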
Numbers without * were called inactive; i = inactive; ? = inconclusive; . = no result given; [ ] = another dose, or the depositor's remark. Unless noted, the call rests on the fitted dose curve; in most records, active means well fitted curve in the direction sought with a large enough effect; inconclusive means small, poorly fitted or top-dose-only effect, or another doubt; inactive means no such curve, though single readings can be large; an effect the other way counts as inactive or inconclusive. These rows are one share of the data; the hit share may differ from the screen's.

SMILES | USP2a block | TSHR antag | Mito fusion act | BCR signal inh | S-ASM inh | PKM2 act | Eya2 inh | Menin-MLL TR inh | hERG WT inh | MBNL1-CUG inh | GALK inhibitor
O=C(CSc1nnc(-c2ccc(Br)cc2)o1)Nc1cccc2ccccc12 | . | . | 3% | . | -1% | 1% | . | -16% | -24 | 2% | 2%
Cc1occc1C(=O)Nc1cccc([N+](=O)[O-])c1C | 0% | 5 | 5% | -8% | 3% | 5% | 14% | . | 1 | 14% | 0%
O=C(NCCNC1CCN(Cc2ccccc2)CC1)c1cccs1 | -1% | 4 | 0% | 2% | . | -6% | 2% | -16% | . | -6% | 3%
COc1ccc(CC(=O)Nc2c(C(=O)N3CCN(c4ccccc4)CC3)oc3ccccc23)cc1OC | -2% | -13 | 17% | 2% | 0% | 1% | 0% | -1% | 2 | 2% | 5%
CCc1ccc2nc(SCC(=O)NCC3CCCO3)c(C#N)cc2c1 (configuration not stated) | -2% | -5 | -3% | ? | 6% | 2% | 8% | 1% | 0 | 4% | -2%
COc1ccccc1N(C)S(=O)(=O)c1ccc(C(=O)N(C)Cc2ccc(Cl)s2)cc1 | -1% | -13 | 29% | 0% | -1% | . | -4% | . | 5 | . | .
CC(=O)N(Cc1cccnc1)Cc1cc2ccccc2[nH]c1=O | -2% | 4 | -3% | -2% | 4% | -9% | -3% | -6% | 9 | -12% | 1%
Cc1nn(-c2ccccc2)c(Cl)c1C(=O)NCC(=O)O | 1% | 6 | -4% | 0% | 1% | -1% | -7% | 16% | 2 | ? | 0%
Cc1ccc(NC(=O)CC2S/C(=N/N=C/C=C/c3ccccc3)NC2=O)cc1Cl (configuration not stated) | 1% | -3 | -4% | 1% | 2% | 3% | 1% | ? | 5 | . | 2%
CCOC(=O)C1CCCN(C(=O)c2cn(-c3ccccc3)nc2-c2cccnc2)C1 (configuration not stated) | 1% | 12 | -2% | -2% | 1% | . | -1% | . | -2 | . | .
O=C(CSc1nnc(SCc2ccccc2)s1)N/N=C/c1c(Cl)cccc1Cl | -4% | -9 | 3% | 5% | ? | -20% | 0% | -2% | -1 | -20% | 2%
N#Cc1c(N)n(-c2ccc(C(=O)O)cc2)c2nc3ccccc3nc12 | 11% | 2 | 0% | ? | i | 5% | 1% | . | -6 | ? | 0%
CC(C)CC(C(=O)NC(C)(C)C)N(Cc1ccccc1Cl)C(=O)c1snc(C(N)=O)c1N (configuration not stated) | 3% | 34 | 7% | ? | 404%[activator] | 2%[11.5 µM] | ? | 12% | -22 | -3% | -1%
Nc1c(NCc2ccccc2F)c(=O)[nH]c(=O)n1Cc1ccccc1 | 18% | 6 | -2% | 0% | 20% | 8% | 18% | -2% | -1 | 16% | 1%
CC(C)(C)c1[nH]nc2c1C(c1ccncc1)C(C#N)=C(N)O2 (configuration not stated) | 2% | -11 | 0% | ? | 4% | -4% | 9% | 0% | -21 | 8% | 0%
O=C1CC(c2ccc(S(=O)(=O)NCCOc3ccccc3)cc2)CN1 (configuration not stated) | 2% | 5 | -2% | -7% | 1% | -1% | -18% | 6% | -6 | -3% | -3%
Cc1ccc(-c2csc(N=C(N)N)n2)cc1 | 0% | -1 | 3% | -11% | 9% | 1% | 12% | . | 3 | . | -3%
Cn1c(SCC(=O)Nc2cccc3ccccc23)nc(O)cc1=O | 2% | -22 | -11% | ? | -3% | 6% | 0% | 11% | 1 | 0% | 0%
Clc1cccc(Cl)c1C[n+]1ccc2ccccc2c1 | 7% | 4 | -13% | 1% | 0% | . | 0% | 26% | -1 | ? | 2%
COc1ccc(CC(=O)NCC2CCCN(Cc3ccc(F)c(OC)c3)C2)cc1 (configuration not stated) | 0% | 5 | -2% | ? | 2% | -2% | 10% | 5% | 11 | 4% | -3%
OC(COC(c1ccccc1)c1ccccc1)CN1CCCCC1 (configuration not stated) | 1% | 5 | -3% | 11% | 4% | 2% | 4% | 21% | 54 | -29% | 0%
O=C(CNC(=O)C1CCCCC1)Nc1ccccc1 | 3% | 10 | 1% | 0% | 5% | -10% | 3% | -3% | 1 | -6% | -3%
COC(=O)Cn1cnc2c(nnn2-c2cccc(OC)c2)c1=O | -1% | 2 | -6% | 3% | 3% | . | -8% | -2% | -1 | -6% | 0%
O=C(CCNC(=O)c1ccco1)NC(Cc1c[nH]c2ccccc12)C(=O)O (configuration not stated) | 4% | -1 | 0% | 0% | -1% | . | ? | . | -6 | . | .
O=C1CN(C(=O)CSc2ccc(-c3ccc(F)cc3)nn2)c2ccccc2N1 | -1% | -3 | -13% | -3% | -10% | -1% | -13% | 1% | -8 | 1% | -1%

Next section:
SMILES | USP2a block | TSHR antag | Mito fusion act | BCR signal inh | S-ASM inh | PKM2 act | Eya2 inh | Menin-MLL TR inh | hERG WT inh | MBNL1-CUG inh | GALK inhibitor
Cc1nc(CSc2ccc(Cl)cc2)cs1 | -2% | -3 | -7% | ? | 2% | . | 3% | -10% | -1 | 7% | 5%
COc1ccc(C2C(C#N)=C(N)Nc3nc4ccccc4n32)cc1 (configuration not stated) | 5% | -7 | 20% | 8% | 11% | -5% | -1% | -17% | -113* | . | -1%
COc1ccc(NC(=O)CN(c2ccc(Cl)cc2)S(C)(=O)=O)cc1OC | -2% | -6 | 3% | ? | 0% | 0% | 10% | 32%[activator] | -6 | -2% | -1%
CC(=O)N/C(=C\c1ccccc1)C(=O)OCC(=O)c1ccccc1 | -2% | -3 | 0% | 1% | . | . | 14% | . | 5 | . | .
O=C(COC(=O)c1c(F)cccc1F)Nc1ccc2[nH]c(=O)[nH]c2c1 | -3% | 6 | -5% | -5% | -1% | 6% | 4% | ? | i | 1% | -3%
Cc1cccc(OCC(=O)NC2CC(C)(C)NC(C)(C)C2)c1 | -2% | -8 | 1% | 0% | -1% | 2% | 0% | 9% | 3 | -1% | 1%
Cc1ccc(N2C(=O)C3N=NN(CC(=O)N4N=C(c5cccc6ccccc56)CC4c4ccccc4)C3C2=O)cc1 (configuration not stated) | 3% | -7 | -4% | ? | -3% | 2% | 9% | ? | -1 | ? | -4%
CCN1C(=O)/C(=C/N(C)C)c2ccccc21 | 0% | -1 | 9% | 1% | 1% | 0% | 0% | -5% | -8 | 13% | -1%
CCOC(=O)Cn1c(=O)sc2ccccc21 | 1% | 1 | 4% | 0% | -1% | 0% | 6% | -6% | -11 | 3% | 0%
Cn1c(/N=C/c2c(O)ccc3ccccc23)nc2ccccc21 | -2% | 61 | -6% | ? | 5% | 18% | 6% | ? | 3 | ? | 0%
N#Cc1ccc(OCC(=O)NC(=O)NC2CCS(=O)(=O)C2)cc1 (configuration not stated) | 1% | 14 | 1% | 1% | -1% | . | -10% | . | 1 | . | .
COCCn1c(SCC(=O)c2c(N)n(C3CC3)c(=O)[nH]c2=O)nnc1-c1ccc(Cl)cc1 | -2% | -2 | -1% | 0% | -2% | . | 5% | . | -3 | . | .
COc1ccccc1NC(=O)C12CC3CC(C1)CC(c1ccc(C)cc1)(C3)C2 | 2% | -12 | -1% | 22% | -3% | 1% | 0% | ? | -3 | -8% | -2%
CC(C)N1CCN(CCCc2ccccc2)CC1CCO (configuration not stated) | 5% | -13 | 2% | 8% | 1% | -1% | -1% | -6% | 2 | 2% | 1%
CCCCOc1ccc(C(=O)OCC(=O)c2c(N)n(C)c(=O)n(C)c2=O)cc1 | -1% | -30 | . | 1% | ? | . | -25% | . | -1 | . | .

Bioassay records deposited in PubChem by National Center for Advancing Translational Sciences (NCATS).
